FBPA Giardia inh: qHTS Assay for Inhibitors of Fructose-1,6-bisphosphate Aldolase from Giardia Lamblia | purified Giardia FBPA | Potency, µM (doses to about 59.6 µM), for the others: top-dose activity, negative = inhibition, usual class: inhibitors | actives 0.71% (n = 290,000) | AID 2451, 2010; also: potency is read from the fitted curve at half-maximal effect; nearly all actives have a fitted effect of over 55% in size
Target sequence (A8B2U2 whole entry, looked up): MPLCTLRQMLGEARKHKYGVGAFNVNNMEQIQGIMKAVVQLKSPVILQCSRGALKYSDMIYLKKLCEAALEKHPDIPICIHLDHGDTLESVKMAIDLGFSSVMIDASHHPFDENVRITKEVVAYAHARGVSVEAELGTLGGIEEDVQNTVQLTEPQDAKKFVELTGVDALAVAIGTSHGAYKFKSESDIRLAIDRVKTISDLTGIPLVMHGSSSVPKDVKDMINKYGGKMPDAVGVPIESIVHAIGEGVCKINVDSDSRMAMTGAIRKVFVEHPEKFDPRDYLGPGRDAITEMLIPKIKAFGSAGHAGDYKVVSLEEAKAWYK
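40 nM FBPA preincubated 10 min at RT with compound (up to 57.5 uM final), then substrate plus GAPDH/TPI/NAD/arsenate coupling and diaphorase/resazurin added. Fluorescence read after 20 min at RT, 525/598 nm.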
HCMV inh: qHTS Assay for inhibitors of the human cytomegalovirus (HCMV) | HFF cells, HCMV-luciferase reporter, 72 h; stronger effect = lower value | activity change, negative = inhibition, % at 57.5 µM | actives 4.5% (n = 410,000) | AID 1259415, 2018; in the data active = activity change below about -60%; inconclusive = no clear call, values can overlap the other calls; inactive = above about -39%
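Compounds were evaluated in HFFs infected with an HCMV luciferase reporter virus (MOI 1 PFU/cell). Luciferase in lysates collected 72 h post infection served as the replication measure.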
Sm TGR block: qHTS Assay for the Inhibitors of Schistosoma Mansoni Peroxiredoxins; Schistosoma mansoni thioredoxin glutathione reductase (TGR), Q962Y6; purified TGR, DTNB reduction, TNB absorbance 405 nm; Potency, µM (top dose mostly 114 µM), without a hit: top-dose activity change, negative = inhibition, most hits filed as inhibitors; actives 3% (n = 360,000); AID 485364, 2010; also: potency is read from the fitted curve at half-maximal effect; nearly all actives have a fitted effect of over 60% in size
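Kinetic colorimetric format: TGR-catalysed, NADPH-driven DTNB reduction monitored via TNB absorbance. Enzyme dispensed at 20 nM; compound exposure 15 min at room temperature before reaction start.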
AmpC no deterg: qHTS Inhibitors of AmpC Beta-Lactamase (assay without detergent); AmpC nitrocefin hydrolysis, absorbance 480 nm, 0.0001% Triton; AID 485341, 2010; P00811; actives 0.52% (n = 330,000); Potency, µM (series often up to 57.1 µM), for the others: at the top dose activity change, negative = inhibition, actives largely listed as inhibitors;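 also: potency is read from the fitted curve at half-maximal effect; plate controls were no compound for no effect and no enzyme for full effect; nearly all actives have a fitted effect of over 20% in size; some results filed as inactive show a strong effect at the top dose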
Target sequence (P00811 whole entry, looked up): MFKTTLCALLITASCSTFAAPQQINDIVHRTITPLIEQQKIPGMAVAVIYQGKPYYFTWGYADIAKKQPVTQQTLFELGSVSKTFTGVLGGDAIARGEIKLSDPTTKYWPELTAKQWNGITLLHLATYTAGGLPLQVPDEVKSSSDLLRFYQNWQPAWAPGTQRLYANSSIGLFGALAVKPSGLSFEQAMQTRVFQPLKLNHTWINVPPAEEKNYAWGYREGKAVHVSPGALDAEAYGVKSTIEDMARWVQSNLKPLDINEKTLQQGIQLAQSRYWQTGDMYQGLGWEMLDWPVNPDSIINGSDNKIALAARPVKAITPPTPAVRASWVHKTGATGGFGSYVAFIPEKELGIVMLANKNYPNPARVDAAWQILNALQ
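AmpC (5.3 nM in the dispensed reagent) in 20 mM phosphate pH 7.0 with 0.01% (detergent screen) or 0.0001% Triton X-100 was preincubated with compounds for 15 min at room temperature. Nitrocefin was then added from an 800 uM solution, and hydrolysis was followed at 480 nm.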
AMA1-RON2 inh: qHTS for Inhibitors of AMA1-RON; Towards Development of Antimalarial Drug Lead: Primary Screen | Plasmodium falciparum AMA1 (3D7) - RON2 peptide interaction | AlphaScreen AMA1-biotinylated RON2 peptide binding | Potency, µM (highest dose often 58.2 µM), without a hit: top-dose activity change, negative = inhibition, most hits filed as inhibitors | actives 0.2% (n = 360,000) | AID 720542, 2013;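 also: potency is read from the fitted curve at half-maximal effect; 0% = vehicle wells and -100% = peptide control; nearly all actives have a fitted effect of over 45% in size; some results filed as inactive show a strong effect at the top dose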
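AMA1 (3D7) with his tag at 25 nM final met compounds first, then biotinylated RON2 peptide at 25 nM; detection used donor plus acceptor beads, 10 µg/mL apiece, read by AlphaScreen after 30 min at room temperature.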
AmpC inh detg: qHTS Inhibitors of AmpC Beta-Lactamase (assay with detergent) | P00811 | AID 485294, 2010 | actives 0.041% (n = 370,000) | AmpC hydrolysis of nitrocefin, absorbance 480 nm, 0.01% Triton | Potency, µM (highest dose often 114 µM), without a hit: top-dose activity change, negative = inhibition, actives largely listed as inhibitors;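 also: potency is read from the fitted curve at half-maximal effect; 0% = no-compound wells and -100% = no-enzyme wells; nearly all actives have a fitted effect of over 25% in size; some results filed as inactive show a strong effect at the top dose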
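AmpC (5.3 nM in the dispensed reagent) in 20 mM phosphate pH 7.0 with 0.01% (detergent screen) or 0.0001% Triton X-100 was preincubated with compounds for 15 min at room temperature. Nitrocefin was then added from an 800 uM solution, and hydrolysis was followed at 480 nm.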
Active calls of the source: *; ? = inconclusive; nt = no result given; & = joins results of further samples; [ ] = remark or other dose. Unless noted, calls follow the shape of the dose curve; as a rule, active = well fitted curve in the direction sought with a large enough effect; inconclusive = small, poorly fitted or top-dose-only effect, or another doubt; inactive = no such curve, though single readings can be large; an effect the other way counts as inactive or inconclusive. Unless noted, % is scaled to controls: 0 for no effect and ±100 for the full control effect. The order is random; 7.8% or so of the library scored in one or more.

no. | smiles | FBPA Giardia inh | HCMV inh | Sm TGR block | AmpC no deterg | AMA1-RON2 inh | AmpC inh detg
1 | CC(=O)c1ccc(N2CCN(C(=O)c3cc(-c4ccncc4)nc4ccc(Cl)cc34)CC2)cc1 | nt | 48 | -24% | 1% | 4% | 1%
2 | CCOC(=O)CCSc1nc2c(c(C(F)(F)F)c1C#N)CCC2 | 3% | -19 | 17% | 12% | 51%[activator] | -1%
3 | CCc1nnc(NC(=O)CS(=O)(=O)Cc2ccccc2)s1 | 3% | 11 | 9% | -15% | -4% | -3%
4 | Cc1c(-c2ccccc2)c(=O)oc2c(CN3CCN(C)CC3)c(O)ccc12 | nt | -17 | 30% | nt | nt | 5%
5 | CSc1ccccc1NC(=O)C1C2CCC(C2)C1C(=O)O (centres undefined) | -2% | -27 | -4% | -16% | -14% | 7%
6 | CCn1c(=O)c2sccc2n2c(CCCC(=O)NCc3cccnc3)nnc12 | -9% | 7 | -10% | -3% | 8% | 0%
7 | COc1ccc(C2c3ccc4ccccc4c3Oc3ncn(CCN(C)C)c(=N)c32)cc1 (centres undefined) | 4% | -99* | -3% | 74%[activator] | -13% | 2%
8 | COc1ccc(OS(=O)(=O)c2c(C)noc2C)cc1 | -11% | -14 | 28% | -20% | -3% | ?
9 | N#Cc1ccccc1OCC(=O)NC(=O)NCc1ccccc1 | 6% | 13 | 11% | -18% | 9% | ?
10 | O=S(=O)(c1cccc(F)c1)N1CCN(c2ncnc3scc(-c4ccc(F)cc4)c23)CC1 | nt | -28 | 0% | -31% | 8% | -5%
11 | COc1ccc(Nc2nc3ccccc3s2)cc1 | -14% | -11 | nt | -14% | -3% | 4%
12 | NC(=O)C1(N2CCCCC2)CCN(C(=O)CCCn2c(=O)[nH]c3ccsc3c2=O)CC1 | 3% | 26 | 6% | -14% | 0% | -11%
13 | CC(C)C(NS(=O)(=O)c1cccs1)C(=O)NCc1ccccc1 (centres undefined) | 7% | -20 | 1% | -11% | 6% | -12%
14 | CC(=NCCc1ccccc1)C1=C(O)CCC1=O | 2% | 44 | -29% | -22% | -1% | ?
15 | O=C(NC1CCCC1)C(c1ccc(F)cc1)N(Cc1ccccc1Cl)C(=O)CCl (centres undefined) | 17% | -21 | ? | 4% | 4% | -11%

Pulled by structure from the list above, 5 records:
no. | smiles | FBPA Giardia inh | HCMV inh | Sm TGR block | AmpC no deterg | AMA1-RON2 inh | AmpC inh detg
13 | CC(C)C(NS(=O)(=O)c1cccs1)C(=O)NCc1ccccc1 (centres undefined) | 7% | -20 | 1% | -11% | 6% | -12%
12 | NC(=O)C1(N2CCCCC2)CCN(C(=O)CCCn2c(=O)[nH]c3ccsc3c2=O)CC1 | 3% | 26 | 6% | -14% | 0% | -11%
8 | COc1ccc(OS(=O)(=O)c2c(C)noc2C)cc1 | -11% | -14 | 28% | -20% | -3% | ?
2 | CCOC(=O)CCSc1nc2c(c(C(F)(F)F)c1C#N)CCC2 | 3% | -19 | 17% | 12% | 51%[activator] | -1%
3 | CCc1nnc(NC(=O)CS(=O)(=O)Cc2ccccc2)s1 | 3% | 11 | 9% | -15% | -4% | -3%

Next section:
no. | smiles | FBPA Giardia inh | HCMV inh | Sm TGR block | AmpC no deterg | AMA1-RON2 inh | AmpC inh detg
16 | COc1ccc(S(=O)(=O)N(C)C[C@H]2Oc3ccc(NC(=O)Cc4cn(C)c5ccccc45)cc3C(=O)N([C@@H](C)CO)C[C@@H]2C)cc1 | nt | -16 | nt | 199%[activator] | -21% | nt
17 | CCc1ccccc1NC(=O)Cn1nnc(C(=O)NCc2ccccc2Cl)c1N | nt | -2 | -5% | nt | nt | 4%
18 | CCOC(=O)C1(CCc2ccccc2)CCN(C(=O)Cc2nonc2C)CC1 | -2% | 11 | nt | 136%[activator] | -8% | -12%
19 | Cc1ccc(NC(=O)N(Cc2ccco2)C(C)c2ccco2)cc1C (centres undefined) | 1% | -38 | 1% | -15% | -6% | 3%
20 | Cc1ccc(C(=O)Nc2nnc(S(=O)(=O)N(C)Cc3ccco3)s2)cc1 | nt | 92 | 10% | nt | nt | 14%
21 | Cc1cc(C(=O)COC(=O)CC2Sc3ccccc3NC2=O)c(C)n1-c1cccc(C(F)(F)F)c1 (centres undefined) | -3% | ? | -2% | -38% | -9% | 2%
22 | O=C(CN1CCN(C(=O)c2ccco2)CC1)Nc1cccc([N+](=O)[O-])c1 | -2% | 37 | -3%[57.1 µM] | -12% | 17% | -8%
23 | Cc1ccc(C(=O)NCC(=O)Nc2ccc3c(c2)CCC3)cc1 | nt | 70 | nt | -31% | 5% | nt
24 | Cc1cc(C)cc(C(=O)NCC(=O)NNC(=O)CSc2ccccc2F)c1 | nt | 65 | 0% | -46% | 102%[activator] | -4%
25 | COc1ccc2nc(Nc3nc4cc5c(cc4s3)OCO5)sc2c1 | 6% | -27 | -19% | 22µM* | 23% | 2%
26 | CC(c1ccco1)N(C(=O)c1cc(Cl)cc(Cl)c1)c1ccccn1 (centres undefined) | 8% | -62* | 2% | 0% | -3% | ?
27 | Cc1ccc(/C=C/C(=O)N2CCN(Cc3ccccc3)CC2)o1 | -15% | -33 | 14µM* | 50% | 5% | -10%
28 | CC(C)CCN1C(=O)C2(OCCCO2)c2cc(Cl)ccc21 | 2% | -14 | 1% | 15% | 12% | 3%
29 | CN1CCN(Cc2ccccc2Sc2ccccc2)CC1 | -3% | ? | 4% | 66%[activator] | 6% | 1%
30 | CCCC/S(C)=N/S(=O)(=O)c1ccc(C)cc1 (centres undefined) | 3% | -17 | 10% | 2% | 8% | 2%
31 | O=C(Nc1ccc(Br)cc1)c1cccc(N2C(=O)CCC2=O)c1 | nt | -4 | 8% | -4% | 0% | 1%
32 | COCCn1c(C)cc(C(=O)COC(=O)c2cccc(O)c2)c1C | -1% | -36 | -2% | -7% | -4% | -1%
33 | Cc1cc(NCCCN2CCOCC2)n2c(nc3ccccc32)c1C#N | -27% | -9 | ? | 0% | -10% | -15%
34 | CC(=O)c1c(C)[nH]c(C(=O)Nc2cccc(S(=O)(=O)N(C)C)c2)c1C | -6% | 338 | -3% | -35% | -1% | 7%
35 | CCN(CC)C(=O)CSc1nc(-c2cccs2)cc(-c2cccs2)c1C#N | 1% | ? | ? | -23% | -4% | -2%
36 | Cc1ccc2cccc(OC(=O)c3ccc4c(c3)OCCO4)c2n1 | -19% | -5 | -2% | -11% | 54%[activator] | -2%
37 | O=C(NCC(=O)N(Cc1ccccc1)C(C(=O)NC1CCCCC1)c1ccco1)c1ccco1 (centres undefined) | 8% | 18 | ? | 11% | 4% | 9%
38 | COc1ccc(OC)c(Cc2nnc(CCC(=O)N3CCC(N4CCCCC4)CC3)o2)c1 | 18% | 14 | 15% | 72%[activator] | 9% | 3%
39 | CCN(CC)c1nn2c(=O)c(C(=O)NCc3ccc(N(C)C)cc3)cnc2s1 | nt | 3 | 19% | nt | nt | 24%
40 | COc1cc(N)c(Cl)cc1C(=O)OCC(=O)NCC1CCCCC1 | nt | -66* | nt | -2% | 20% | nt
41 | CC(C)COc1ccc(C(=O)N2CCCCC2CCN2CCCCC2)cc1 (centres undefined) | nt | -18 | -3% | nt | nt | -2%
42 | O=S(=O)(Nc1cccc(-c2ccc(N3CCCCCC3)nn2)c1)c1ccc(C(F)(F)F)cc1 | 4% | -14 | -16% | -51% | -10% | ?
43 | CC(C)CN1C=C2C(=O)C(C)(OC(=O)CCc3ccccc3)C(=O)C=C2C=C1c1ccc(C#N)cc1 (centres undefined) | ? | -11 | -30% | 79%[activator] | -26% | 1%
44 | COc1ccc(C(=O)Nc2nc3nccc(-c4ccccc4)n3n2)cc1 | 8% | 30 | 4% | -24% | -8% | -8%
45 | Cc1cccc(OCc2nc3ccccc3c(=O)n2N)c1 | 3% | 0 | -1% | 0% | 0% | 0%

More compounds follow.
| cpd | mol | FBPA Giardia inh | HCMV inh | Sm TGR block | AmpC no deterg | AMA1-RON2 inh | AmpC inh detg |
| --- | --- | --- | --- | --- | --- | --- | --- |
| 46 | Oc1ccc(Cl)cc1C=Nc1ccc(Br)cc1 | 3% | 1 | -22% | -25% | 1% | 2% |
| 47 | CCc1ccccc1NC(=O)CSc1nnc(-c2cc(C)[nH]n2)n1N | nt | ? | 8% | -11% | -5% | -6% |
| 48 | Cc1cc(C(=O)Nc2ccccc2N2CCOCC2)c2ccccc2n1 | 3% | -19 | 9% | 25% | -8% | -4% |
| 49 | CN1C(=O)/C(=C\c2cccc(OCc3ccccc3)c2)SC1=S | 8% | 21 | 7% | -16% | 10% | -5% |
| 50 | CN1C(=O)C(CC(=O)NC2CCCCC2)SC1=Nc1ccccc1 (centres undefined) | 0% | 2 | -4% | -28% | 13% | ? |
| 51 | O=C(O)C1CCN(C(=O)c2cc(F)cc3c2OCOC3)CC1 | 5% | 16 | 1% | 7% | -17% | -2% |
| 52 | CCOC(=O)C(CCC(C)=O)C(=O)c1ccccc1 (centres undefined) | 3% | ? | -2% | -5% | -1% | -18% |
| 53 | COc1ccc(CNC(=O)CN(Cc2ccc(OC)cc2)C(=O)CCC(=O)Nc2ccccn2)cc1 | nt | -36 | 11% | -4% | 3% | 2% |
| 54 | Cn1ccnc1SCC(=O)c1ccc(OC(F)F)cc1 | -10% | 21 | -12% | -5% | -9% | 2% |
| 55 | O=C(CCCn1c(=O)c2cccn2c2ccc(F)cc21)NCc1ccc(Cl)cc1 | nt | -13 | -2% | nt | nt | -1% |
| 56 | COc1cc(O)c(C(CCN2CCCC2)c2ccc(N(C)C)cc2)c(OC)c1 (centres undefined) | -9%&0% | -7 | ? | 38% | ? | 2% |
| 57 | COc1ccc(C(=O)NC(CO)c2nnc(SCc3ccc(Cl)c(Cl)c3)n2C)cc1 (centres undefined) | 3% | 4 | -29% | 65%[activator] | -10% | ? |
| 58 | CSc1nnc(-c2ccc(NC(=O)CCc3ccccc3)cc2)n1C | 7% | -37 | ? | -19% | -1% | -14% |
| 59 | C=CCn1c(=N)n(CC(O)c2ccco2)c2ccccc21 (centres undefined) | -11% | 1 | -3% | -11% | 32%[activator] | -2% |
| 60 | Cc1ccc(/C=C/C(=O)NCc2ccc3c(c2)OCO3)o1 | 3% | -62* | 13µM* | -12% | -26% | ? |
| 61 | CCOc1ccc2nc(/N=C/c3nc(-c4ccc(Br)cc4)oc3O)sc2c1 | 6% | 47 | -15% | -14% | 1% | ? |
